Screens (PubChem BioAssay)
D2 ag – D2 dopamine receptor (human) agonism; P14416; HEK293 T-REx D2 cells, calcium flux agonist mode; activation, % at 2 µM; hit rate 0.53% among 340,000;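 active means activation over 3 SD above normal in the single-dose calcium agonist read, cut at about 30% in these data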; further: 0% is about no effect
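Tetracycline-induced HEK293 Trex cells with D2 receptor force-coupled to calcium signaling, plated overnight at 30 C and loaded with no-wash calcium dye. Calcium flux read kinetically for 180 s after compound addition; responses flag agonists.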
TrxR1 substrate – substrates of rat thioredoxin reductase 1 | O89049 | purified TrxR1 substrate turnover, NADPH consumption readout | Potency, µM (titrated, usually from 114 µM), inactives show top-dose activity change, negative = substrate turnover | hit rate 0.01% among 390,000 | AID 588456; further: potency means the concentration at half of the fitted maximal effect; on the % scale 0 is the no-effect control and ±100 the full control effect; nearly all actives have a fitted effect of over 50% in size
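Rat TrxR1, dispensed at 90 nM, was prereduced with 400 uM NADPH (final) for 5 min at ~22 deg C, then incubated with compound 15 min before 400 uM selenite. A first-read NADPH fluorescence drop versus no-compound background flagged substrates.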
USP1-UAF1 inh – blocks the human USP1/UAF1 deubiquitinase complex; O94782; recombinant USP1/UAF1, Ub-Rhodamine cleavage fluorescence; Potency, µM (titrated, usually from 57.1 µM), without a hit: top-dose activity change, negative = inhibition, hits mostly inhibitors; hit rate 0.23% among 390,000; AID 743255; further: potency means the concentration at half of the fitted maximal effect; on the % scale 0 is the no-effect control and ±100 the full control effect; nearly all actives have a fitted effect of over 60% in size; inactives centre near -12
Target sequence (O94782 whole entry, looked up): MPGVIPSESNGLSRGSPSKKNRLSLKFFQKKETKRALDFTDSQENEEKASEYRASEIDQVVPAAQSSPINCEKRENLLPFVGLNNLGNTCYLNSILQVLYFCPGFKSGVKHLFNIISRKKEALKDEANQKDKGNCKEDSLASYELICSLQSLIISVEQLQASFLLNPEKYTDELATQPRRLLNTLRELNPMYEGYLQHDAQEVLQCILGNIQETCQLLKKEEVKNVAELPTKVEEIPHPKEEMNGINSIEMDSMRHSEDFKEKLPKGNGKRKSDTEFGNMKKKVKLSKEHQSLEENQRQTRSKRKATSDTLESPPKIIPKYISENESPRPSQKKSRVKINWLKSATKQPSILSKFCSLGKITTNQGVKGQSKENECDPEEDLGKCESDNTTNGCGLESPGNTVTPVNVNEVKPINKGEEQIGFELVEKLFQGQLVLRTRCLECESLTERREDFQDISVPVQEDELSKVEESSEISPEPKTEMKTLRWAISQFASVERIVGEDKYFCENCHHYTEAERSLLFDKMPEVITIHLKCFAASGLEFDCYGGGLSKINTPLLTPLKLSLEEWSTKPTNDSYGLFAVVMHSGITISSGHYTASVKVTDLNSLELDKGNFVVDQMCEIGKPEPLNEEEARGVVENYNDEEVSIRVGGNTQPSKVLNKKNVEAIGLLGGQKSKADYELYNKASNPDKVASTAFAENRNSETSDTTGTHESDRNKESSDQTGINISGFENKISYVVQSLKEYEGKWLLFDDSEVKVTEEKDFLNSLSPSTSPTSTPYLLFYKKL
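USP1/UAF1 complex (1 nM) preincubated 15 min at room temperature with compound, then Ub-Rho substrate (150 nM final) added. Kinetic fluorescence at 480/540 nm over 6 reads at 60 s intervals; 50 mM HEPES pH 7.8, 0.5 mM EDTA, 0.1 mg/ml BSA, 1 mM TCEP, 0.01% Tween-20.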
mIDH1 inhibitor – inhibitors of human mutant IDH1 R132H. O75874. IDH1-R132H enzyme, NADPH consumption, diaphorase/resazurin fluorescence. Potency, µM (top dose mostly 76.6 µM), without a hit: at the top dose activity change, negative = inhibition, most hits filed as inhibitors. hit rate 0.093% among 390,000. AID 602179; further: potency means the concentration at half of the fitted maximal effect; on the % scale 0 is the no-effect control and ±100 the full control effect; nearly all actives have a fitted effect of over 65% in size
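IDH1-R132H (0.5 ug/mL dispensed) in pH 7.5 Tris buffer was preincubated 30 min with compound, then given a substrate mix of 0.016 mM NADPH and 2 mM alpha-KG for 80 min at room temperature; remaining NADPH was read by diaphorase/resazurin fluorescence.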
D2 antagonist – antagonists of human D2 dopamine receptor; P14416; hit rate 2% among 340,000; AID 485344; HEK293 TREx D2 cells, calcium flux, dopamine EC80; inhibition, % at 10 µM; in the data active means inhibition above about 30%; further: 0% is about no effect
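Compounds are added to dye-loaded, induced HEK293 T-REx cells coupled to calcium release via D2; after a 3 min kinetic read an EC80 dopamine stimulus is given and fluorescence is recorded for 3 more min.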
TRHR ag – agonists of human TRH receptor; P34981; TRHR cells, calcium flux fluo-8, FDSS agonist mode; activation, % at 2 µM; hit rate 0.18% among 360,000; in the data active means activation above about 30%; further: 0% is about no effect
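TRHR-expressing cells, plated overnight in medium with 10% serum, were loaded with fluo-8 calcium dye at room temperature. After a 10 s baseline, library compound was pin-added and calcium release was recorded kinetically (ex 480/em 530) as agonist response.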
TRHR PAM – allosteric enhancers of human TRH receptor; P34981; TRHR cells, fluo-8 calcium fluorescence, EC20 TRH enhancement; enhancement, % at 2 µM; hit rate 0.66% among 360,000; in the data active means enhancement above about 30%; further: 0% is about no effect
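Enhancer read-out: after compound pinning and an initial kinetic agonist-mode read, an EC20 of TRH (10 nM final) was injected and fluo-8 calcium signal (Ex 480/Em 530) followed at 1 s/cycle for 100 cycles in TRHR-expressing cells.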
rTrxR1 inhibitor – rat TrxR1 inhibition; recombinant rTrxR1, NADPH fluorescence consumption, selenite substrate; Potency, µM (series often up to 114 µM), inactives show at the highest dose activity change, negative = inhibition, usual class: inhibitors; hit rate 1% among 390,000; AID 588453; further: potency means the concentration at half of the fitted maximal effect; on the % scale 0 is the no-effect control and ±100 the full control effect; nearly all actives have a fitted effect of over 65% in size
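Rat TrxR1 (90 nM in the dispensed reagent) was pre-reduced with 400 uM NADPH for 5 min at room temperature, then incubated with compound for 15 min. After 400 uM selenite was added, NADPH fluorescence (Ex 340/Em 450 nm) was followed for 8 min.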
PI4K2A inh – PI4K2A (human) kinase inhibition; Q9BTU6; purified PI4K2A, ADP-Glo luminescence, 1 h; hits give low values; activity change, negative = inhibition, % at 76.9 µM; hit rate 0.13% among 420,000; in the data active means activity change below about -50%; inconclusive means mostly about -30% to -49%;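 further: -100% = wells without enzyme as full effect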
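Compounds are screened against recombinant PI4K2A using PI as substrate and ATP, the latter dispensed at 300 microM. Reactions run one hour at ambient temperature before ADP-Glo detection; full inhibition defined by wells lacking enzyme.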
Active calls of the source: *; ? = inconclusive; / = no result given; & = joins results of further samples; [ ] = dose if it differs, or a comment. Unless noted, the call rests on the fitted dose curve; in most records, active means well fitted inhibition curve with a large enough effect; inconclusive means small, poorly fitted or top-dose-only effect; inactive means no such curve, though single readings can be large or run the other way.

SMILES	D2 ag	TrxR1 substrate	USP1-UAF1 inh	mIDH1 inhibitor	D2 antagonist	TRHR ag	TRHR PAM	rTrxR1 inhibitor	PI4K2A inh
COC(=O)CCC(=O)N1CCCC(C(=O)c2ccc(Cl)cc2C)C1 (configuration not stated)	-6.1	-2%	-13%	11%	-1	-3.9	-3	15%[57.1 µM]	3
O=C1CC[C@@H](CN(Cc2ccccn2)Cc2nc(-c3ccc(C(F)(F)F)cc3)no2)N1	-1.0	3%	-14%	2%	-6	-1.0	-1	23%	1
O=C(NC(NCc1cccnc1)C(Cl)(Cl)Cl)c1cccc2ccccc12 (configuration not stated)	-0.2	-10%	-14%	2%	-1	-0.6	-3	-10%	1
CNC(=O)CSc1nccn1Cc1ccc(Cl)cc1	-0.8	-5%	4%	11%	1	0.0	6	-7%	-19
COc1cc(CNc2ccc3[nH]c(=O)[nH]c3c2)ccc1OCc1ccc(F)cc1Cl	-1.2	9%[57.1 µM]	-2%&-1%	3%&-14%	-12	-0.9&-0.8	4&6	-9%&1%	-1&2
CN(c1ccccc1)c1nc(N)c([N+](=O)[O-])c(Nc2cccc(F)c2)n1	1.0	4%	-19%	-2%	-15	-0.9	-2	18%	-3
CC(=O)Nc1ccc(NC(=O)CN(C)S(=O)(=O)c2ccc3c(c2)CCCC(=O)N3)cc1	0.7	1%	-27%	-1%	/	0.3	6	15%	-3
CN(Cc1ccc(F)cc1)C(=O)c1cc(COc2ccc(F)cc2F)on1	1.0	1%	-19%	-3%	7	-0.1	2	12%	-2
COc1cc2c(cc1OC)C(C)N(C(=S)Nc1ccccc1)CC2 (configuration not stated)	1.0	4%[57.1 µM]	-21%	3%	-5	0.2	0	-3%[57.1 µM]	3
Cc1cccn2c(=O)c3cc(C(=O)N4CCOCC4)n(C)c3nc12	0.1	177%[activator]	-4%	1%	-7	0.2	4	6%	-3

Results in USP1-UAF1 inh and mIDH1 inhibitor (seven entries from above):
canonical_smiles | USP1-UAF1 inh | mIDH1 inhibitor
CN(c1ccccc1)c1nc(N)c([N+](=O)[O-])c(Nc2cccc(F)c2)n1 | -19% | -2%
O=C1CC[C@@H](CN(Cc2ccccn2)Cc2nc(-c3ccc(C(F)(F)F)cc3)no2)N1 | -14% | 2%
COc1cc2c(cc1OC)C(C)N(C(=S)Nc1ccccc1)CC2 (configuration not stated) | -21% | 3%
Cc1cccn2c(=O)c3cc(C(=O)N4CCOCC4)n(C)c3nc12 | -4% | 1%
CNC(=O)CSc1nccn1Cc1ccc(Cl)cc1 | 4% | 11%
COC(=O)CCC(=O)N1CCCC(C(=O)c2ccc(Cl)cc2C)C1 (configuration not stated) | -13% | 11%
COc1cc(CNc2ccc3[nH]c(=O)[nH]c3c2)ccc1OCc1ccc(F)cc1Cl | -2%&-1% | 3%&-14%

(cont.)
SMILES	D2 ag	TrxR1 substrate	USP1-UAF1 inh	mIDH1 inhibitor	D2 antagonist	TRHR ag	TRHR PAM	rTrxR1 inhibitor	PI4K2A inh
CCCCCC1CC(=O)NC1(C(=O)OCC)C(=O)OCC (configuration not stated)	/	9%[57.1 µM]	-17%	-3%	/	/	/	20%[57.1 µM]	3
COCCNC(=S)N1CCC(C(=O)c2ccc3c(c2)OCCO3)CC1	0.1	0%	-22%	0%	2	0.0	3	-2%	-1
Cc1ccc(-n2c(SC3CCOC3=O)nc3ccccc3c2=O)cc1 (configuration not stated)	-0.3	/	/	/	-6	0.7	5	/	/
Cn1nnnc1SCC(=O)Nc1cc(C(C)(C)C)nn1-c1ccccc1	/	4%	-19%	2%	/	-1.2	-1	12%	-1
Cc1ccc2[nH]c(C(=O)N/N=C/c3ccccc3O)c(C)c2c1	-0.2	-3%[57.1 µM]	-5%	3%	5	0.9	-1	9%	2
CN1C(=O)c2ccc(C(=O)Nc3nccs3)cc2C1=O	0.6	1%	-24%	2%	5	0.2	6	19%	-2
CC(C)NC(=O)NNC(=O)c1cc(COc2cc(Cl)cc(Cl)c2)on1	0.0	4%[57.1 µM]	-4%	-1%	16	0.6	6	-2%[57.1 µM]	0
CC(Oc1ccccc1)C(=O)N=C1SC2CS(=O)(=O)CC2N1c1ccc(F)cc1 (configuration not stated)	/	2%	-17%	-15%	/	0.6	0	15%	-13
COc1ccc(CN(C)C(=O)COc2cccc(-n3cnnn3)c2)cc1OC	/	0%	-13%	3%	/	/	/	16%	3
Cc1c(C(N)=O)sc2ncn(CC(=O)NCCc3ccccc3)c(=O)c12	0.3	6%[57.1 µM]	-15%	-2%	-5	0.4	-7	12%[57.1 µM]	2
O=C(NC1CCSc2ccccc21)c1ccc(Cl)c(S(=O)(=O)N2CCOCC2)c1 (configuration not stated)	0.8	-10%	-9%	8%	1	-0.5	-9	-10%	6
Cc1ccc(C(=O)c2cn[nH]c2-c2ccccc2O)cc1	-0.1	-10%	-17%	7%	-12	0.1	-1	-4%	-3
Cc1ccc(NC(=O)c2cccc(NC3=NC4CS(=O)(=O)CC4S3)c2)cc1 (configuration not stated)	0.0	4%[57.1 µM]	-11%	-5%	-16	-0.1	2	1%[57.1 µM]	-4
O=C(COC(=O)c1cc(-c2cccs2)nn1-c1ccccc1)Nc1cccc([N+](=O)[O-])c1	-1.8	3%	-26%	10%	11	-0.6	-1	29%	2
COc1ccccc1C(=O)OCc1cc(=O)n2nc(C3CC3)sc2n1	0.5	3%[57.1 µM]	?	-10%	/	0.7	13	11%[57.1 µM]	5
O=C1C(c2ccnc3ccccc23)=C(O)c2ccccc21	-0.1	-7%	-23%	6%	-10	-0.7	8	-6%	-5
CC1(C)CC(=O)C2=C(C1)OC1=C(C(=O)CC(C)(C)C1)C2c1cc([N+](=O)[O-])cc([N+](=O)[O-])c1O	0.2	-13%[57.1 µM]	-12%	-18%	-4	-0.9	13	-20%[57.1 µM]	-3
Cc1ccc(OCC(=O)Nc2ccccc2-c2ccccc2NC(=O)COc2ccc(C)cc2)cc1	2.3	-2%	-11%	1%	-10	0.9	0	6%	1
CCC1(c2ccccc2)NC(=O)N(CC(=O)N(C)Cc2c(F)cccc2Cl)C1=O (configuration not stated)	-0.8	1%	-9%	5%	3	0.0	11	18%	1
C[C@@H](C(=O)Nc1ccc2ccccc2c1)[C@@H]1C[C@@]1(C)[C@@H](NC(=O)c1cccnc1)c1ccccc1	/	0%[57.1 µM]	10%	-12%	/	-0.4	4	14%[57.1 µM]	0

Some of the entries so far, field by field.
SMILES: Cc1ccc(C(=O)c2cn[nH]c2-c2ccccc2O)cc1
  D2 ag = -0.1
  TrxR1 substrate = -10%
  USP1-UAF1 inh = -17%
  mIDH1 inhibitor = 7%
  D2 antagonist = -12
  TRHR ag = 0.1
  TRHR PAM = -1
  rTrxR1 inhibitor = -4%
  PI4K2A inh = -3
SMILES: Cc1ccc(NC(=O)c2cccc(NC3=NC4CS(=O)(=O)CC4S3)c2)cc1 (configuration not stated)
  D2 ag = 0.0
  TrxR1 substrate = 4%[57.1 µM]
  USP1-UAF1 inh = -11%
  mIDH1 inhibitor = -5%
  D2 antagonist = -16
  TRHR ag = -0.1
  TRHR PAM = 2
  rTrxR1 inhibitor = 1%[57.1 µM]
  PI4K2A inh = -4

Continued:
SMILES	D2 ag	TrxR1 substrate	USP1-UAF1 inh	mIDH1 inhibitor	D2 antagonist	TRHR ag	TRHR PAM	rTrxR1 inhibitor	PI4K2A inh
COc1ccc(OC)c2sc(NC(=O)c3ccc(Br)s3)nc12	-0.6	0%[57.1 µM]	-21%	8%	17	0.2	0	25%[57.1 µM]	2
COc1ccc(C(=O)Nc2ccc(C3CC3(Cl)Cl)cc2)cc1 (configuration not stated)	-1.2	-1%	0%	0%	-20	-0.4	12	8%	1
O=c1cc(-c2cccc3ccccc23)[nH][nH]1	-0.2	9%	-30%	1%	-14	0.1	6	-27%	5
COc1ccc(C2C(C(N)=O)=C(C)Nc3nc(CCCO)nn32)cc1OC (configuration not stated)	-0.8	-5%[57.1 µM]	-21%	0%	-18	0.0	4	20%	-2
COc1ccccc1OCC(=O)Nc1cc(Cl)ccc1Oc1ccccc1	0.9	-9%	1%	1%	7	1.2	-9	-9%	-2
O=C(c1cccc(F)c1)N1CCCN(C(=O)c2cccc(F)c2)CC1	0.1	6%[57.1 µM]	-15%	2%	3	-0.4	6	-2%[57.1 µM]	-2
COc1ccc(OC)c(/C=C/C(=O)c2ccc3c(c2)OCCO3)c1	-1.3	1%	-25%	0%	-5	0.0	-3	30%	-1
CN(C)c1ccc(NS(=O)(=O)c2ccc(-c3csnn3)cc2)cc1	-3.3	1%	-15%	8%	-2	-0.4	3	19%	-4
Cc1ccc(N2CCN(C(=O)c3cn(C)c4ccc(S(=O)(=O)N5CCCC5)cc4c3=O)CC2C)cc1 (configuration not stated)	0.8	-2%	-7%	-12%	/	-0.6	0	2%	3
Cc1cc(C(=O)Nc2ccccc2Cl)n(-c2ccccc2)n1	0.3	2%	-26%	-5%	-1	-0.4	-3	13%	3
CCCCOc1ccc(C(=O)N2CCN(c3ccc(N4CCOCC4)nn3)CC2)cc1	-1.3	15%[57.1 µM]	-15%	0%	1	-0.3	-1	9%[57.1 µM]	3
CN(C)C(=O)c1ccc(=O)n(Cc2ccc(Cl)cc2Cl)c1	1.1	10%[57.1 µM]	-14%	-4%	7	-0.5	18	13%[57.1 µM]	0
CCCCN(CCCC)CC(O)COc1ccccc1Br (configuration not stated)	-1.3	-14%	-4%	1%	8	1.2	-5	-13%	3
O=Cc1[nH]c2ccccc2c1N(C(=O)CCl)c1ccccc1	0.2	6%[57.1 µM]	?	1%	4	0.3	-1	3.5µM*	8
CCOC(=O)c1cnc2nc(NCc3ccc(OC)c(OC)c3)[nH]n2c1=O	-0.6	-8%	-12%	5%	-23	-0.5	1	8%[57.1 µM]	0
CCCN(C(=O)Cn1cnc2sc(C)c(S(=O)(=O)N3CCN(c4ncccn4)CC3)c2c1=O)c1cccc(C)c1	1.2	4%	-26%	7%	/	0.3	-7	22%	1
